Screens (PubChem BioAssay)
ALOX15 inhib: inhibitors of human 15-lipoxygenase (ALOX15); P16050; purified 15hLO-1, xylenol orange hydroperoxide absorbance; Potency, µM (top dose mostly 57.1 µM), without a hit: at the highest dose activity change, negative = inhibition, usual class: inhibitors; 74,000 compounds, 1.4% hits; note: potency is the fitted concentration of half-maximal effect; % is set by controls: 0 for no effect and ±100 for the full control effect; nearly all actives have a fitted effect of over 55% in size
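Purified human 15hLO-1 (40 nM) in 25 mM Hepes pH 7.5, 0.01% Triton X-100, preincubated 15 min RT with compound, then 50 uM arachidonic acid for 6 min. Hydroperoxide read by ferrous/xylenol orange, 30 min; 573/405 nm absorbance ratio gave progress.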
Epigenetic mod: derepresses silenced GFP locus in mouse C127i cells | 68,000 compounds, 0.09% hits | Potency, µM (titrated, usually from 46.1 µM), without a hit: top-dose GFP derepression (activation) | AID 597 | mouse C127i GFP locus derepression, cytometry, 30 h; note: % of control where 0% means no effect
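Read-out is the number of GFP-positive cells, scored as fluorescent objects 20 to 120 um wide, reflecting derepression of a silenced CMV-GFP reporter in murine C127i cells after 30 h compound exposure at 37 C.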
ERK AVP block: inhibitors of vasopressin-stimulated ERK signaling pathway; HEK293-V1b, vasopressin-stimulated pERK AlphaScreen; 72,000 compounds, 0.99% hits; AID 995; Potency, µM (doses to about 57.5 µM), without a hit: at the top dose activity, negative = inhibition, actives largely listed as inhibitors; note: potency is the fitted concentration of half-maximal effect; % is set by controls: 0 for no effect and ±100 for the full control effect; nearly all actives have a fitted effect of over 55% in size
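HEK293 cells stably expressing V1b receptor, preincubated 30 min at 37 °C with compound, then stimulated 5 min with 25 nM vasopressin. Phospho-ERK by AlphaScreen SureFire after 5 h RT; normalized to DMSO and vasopressin; AC50 by Hill fit.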
FLuc inh: inhibitors of firefly luciferase; AID 411; Potency, µM (titrated, usually from 57.1 µM), inactives show at the highest dose activity change, negative = inhibition, most hits filed as inhibitors; 72,000 compounds, 2.2% hits; P08659; purified firefly luciferase, luminescence, 8 min; note: potency is the fitted concentration of half-maximal effect; % is set by controls: 0 for no effect and ±100 for the full control effect; nearly all actives have a fitted effect of over 40% in size
Target sequence (P08659 whole entry, looked up): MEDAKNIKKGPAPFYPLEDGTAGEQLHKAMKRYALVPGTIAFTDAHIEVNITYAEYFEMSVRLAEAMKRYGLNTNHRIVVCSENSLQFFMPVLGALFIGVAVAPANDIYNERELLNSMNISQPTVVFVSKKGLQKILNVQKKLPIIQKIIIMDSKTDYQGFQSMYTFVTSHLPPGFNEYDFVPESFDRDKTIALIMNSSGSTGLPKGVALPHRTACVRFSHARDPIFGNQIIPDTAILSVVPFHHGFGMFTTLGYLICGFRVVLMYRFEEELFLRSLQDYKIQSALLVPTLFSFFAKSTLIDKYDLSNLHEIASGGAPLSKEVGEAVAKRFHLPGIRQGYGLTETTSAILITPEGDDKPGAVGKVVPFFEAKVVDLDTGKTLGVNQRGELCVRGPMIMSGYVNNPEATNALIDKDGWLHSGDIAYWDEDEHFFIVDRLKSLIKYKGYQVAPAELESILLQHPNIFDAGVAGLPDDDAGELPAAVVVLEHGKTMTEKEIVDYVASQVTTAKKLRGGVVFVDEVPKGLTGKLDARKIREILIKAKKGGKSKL
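Substrate buffer containing 10 uM ATP (pH 7.2 imidazole, Mg2+, KCl, detergent, BSA) is dispensed, compound pinned in, then luciferase/luciferin detector mix added. After 8 min at ambient temperature, light output is measured.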
Starred values were filed as active, the others as inactive; ? = inconclusive; / = no result given; [ ] = remark or other dose. Calls come from the whole dose curve; as a rule, active = well fitted curve in the direction sought with a large enough effect; inconclusive = small, poorly fitted or top-dose-only effect, or another doubt; inactive = no such curve, though single readings can be large; an effect the other way counts as inactive or inconclusive.

SMILES	ALOX15 inhib	Epigenetic mod	ERK AVP block	FLuc inh
CCCSC1=N/C(=C\c2ccsc2)C(=O)S1	-22%	/	/	/
CC1CC2C3CCC4=CC(=O)C=C[C@@]4(C)[C@]3(F)C(O)C[C@]2(C)[C@]1(O)C(=O)COP(=O)(O)O (some centres not stated)	4%	/	/	/
Clc1ccc(C2[C@H]3CN(Cc4cccnc4)[C@H](c4ccccc4)C34CC2(c2cccnc2)C4)cn1 (some centres not stated)	/	/	-7%	/
COC(=O)c1cccc(C23CC4(C2)[C@H](CN(CC2CCCCC2)[C@@H]4c2ccccc2)C3c2ccc(C(F)(F)F)cc2)c1 (some centres not stated)	/	/	3%	/
Cn1c(=O)cc(N)n(Cc2ccccc2)c1=O	/	/	-14%	/
COc1c(O)c(O)cc2c1oc1c3cc(C)ccc3oc(=O)c21	/	/	-12%	/
CN(C)/C=N/c1cc(=O)[nH]c(=O)n1Cc1ccccc1	/	/	-17%	/
CCC1=C(OC(=O)N(CC)CC)N2C(=O)OC(=NCC(=O)OC)[C@]2(Cc2ccccc2)[C@H]2C1=CC[C@H]1C(=O)N(C)C(=O)[C@H]12	/	/	-10%	/
CC(C)Cn1c(N)c(C(=O)COC(=O)c2cc(C(F)(F)F)nc3ccccc23)c(=O)n(C)c1=O	/	/	?	/
COC(=O)[C@@H]1C[C@@]2(O)[C@@H](O)[C@@H](O)[C@@H](O)C[C@H]2N1CC1CCCCC1	/	/	?	/
CCC1=C(OC(=O)N(CC)CC)N2C(=O)OC(=NCCOC)[C@]2(C)[C@H]2C1=CC[C@H]1C(=O)N(CC(=O)OC)C(=O)[C@H]12	/	/	-6%	/
Cn1c(N)c(C(=O)COC(=O)c2cc(C(F)(F)F)nc3ccccc23)c(=O)n(Cc2ccccc2)c1=O	/	/	0%	/
COC(=O)[C@@H]1C[C@H]2CC[C@H](O)C[C@H]2N1Cc1ccccc1OC(=O)c1cccs1	/	/	-9%	/
CCC1=C2CC[C@H]3C(=O)N(C)C(=O)[C@H]3[C@H]2[C@@]2(C)C(=NCC(=O)OC)OC(=O)N2C1=O	/	/	10%	/
COC(=O)[C@@H]1C[C@@]2(O)[C@H](O)[C@H](O)[C@H](O)C[C@H]2N1CC(c1ccccc1)c1ccccc1	/	/	4%	/
Cn1c(=O)c(C(=O)COC(=O)c2cc(-c3ccco3)nc3ccccc23)c(N)n(Cc2ccccc2)c1=O	/	/	8%	/
Cn1c(N)c(C(=O)COC(=O)c2cc(-c3ccccc3)nc3ccccc23)c(=O)n(C)c1=O	/	/	?	/
CCC1=C2CC[C@H]3C(=O)N(CC(=O)OC)C(=O)[C@H]3[C@H]2[C@@]2(C)C(=O)N(CC3CC3)C(=O)N2C1=O	/	/	-13%	/
FC(F)(F)c1ccc(C2[C@H]3CN(CC4CCCCC4)[C@H](c4ccccc4)C34CC2(c2ccccc2)C4)cc1 (some centres not stated)	/	/	15%	/
Nc1cc(=O)[nH]c(=O)n1CC1CC1	/	/	21%	/
CN1C[C@@H]2C(c3ccccc3)C3(c4ccccc4)CC2(C3)[C@H]1c1ccccc1 (some centres not stated)	/	/	8%	/
CCC1=C(OC(=O)N(CC)CC)N2C(=O)OC(=NCC3CC3)[C@]2(C)[C@H]2C1=CC[C@H]1C(=O)N(CC)C(=O)[C@H]12	/	/	21%	/
CCC1=C2CC[C@H]3C(=O)N(C)C(=O)[C@H]3[C@H]2[C@@]2(Cc3ccccc3)C(=NCCOC)OC(=O)N2C1=O	/	/	-13%	/
CCC1=C2CC[C@H]3C(=O)N(CC(=O)OC)C(=O)[C@H]3[C@H]2[C@@]2(Cc3ccccc3)C(=NCCOC)OC(=O)N2C1=O	/	/	-11%	/
CC(C)Cn1c(N)c(C(=O)COC(=O)c2cc(C3CC3)nc3ccccc23)c(=O)n(C)c1=O	/	/	-8%	/

The listing continues.
SMILES	ALOX15 inhib	Epigenetic mod	ERK AVP block	FLuc inh
N#Cc1ccc(C23CC4(C2)[C@H](CN(Cc2ccc(C(F)(F)F)cc2)[C@@H]4c2ccccc2)C3c2ccc(Cl)nc2)cc1 (some centres not stated)	/	/	0%	/
Clc1ccc(C2[C@H]3CN(CC4CCCCC4)[C@H](c4ccccc4)C34CC2(c2ccccc2)C4)cn1 (some centres not stated)	/	/	-4%	/
CCC1=C2CC[C@H]3C(=O)N(c4ccccc4)C(=O)[C@H]3[C@H]2[C@@]2(Cc3ccccc3)C(=O)N(CC(=O)OC)C(=O)N2C1=O	/	/	-12%	/
O=C(O)c1cc(C(F)(F)F)nc2ccccc12	/	/	-6%	/
COC(=O)[C@@H]1C[C@@]2(O)[C@H](O)[C@H](O)[C@H](O)C[C@H]2N1CC1CC1	/	/	17%	/
Cn1c(N)c(C(=O)COC(=O)c2cc(-c3ccco3)nc3ccccc23)c(=O)n(C)c1=O	/	/	?	/
Cc1ccc2oc(=O)c3c4cc(O)c(O)cc4oc3c2c1	/	/	-29%	/
COC(=O)[C@H]1C[C@H]2CC[C@H](O)C[C@H]2N1Cc1c(F)cccc1Cl	/	/	-16%	/
CCC1=C2CC[C@H]3C(=O)N(c4ccccc4)C(=O)[C@H]3[C@H]2[C@@]2(C)C(=O)N(CC(=O)OC)C(=O)N2C1=O	/	/	4%	/
COC(=O)c1cccc(C23CC4(C2)[C@H](CN(CC2CCCCC2)[C@@H]4c2ccccc2)C3c2ccc(Cl)nc2)c1 (some centres not stated)	/	/	-3%	/
CCC1=C2CC[C@H]3C(=O)N(CC)C(=O)[C@H]3[C@H]2[C@@]2(Cc3ccccc3)C(=NCC3CC3)OC(=O)N2C1=O	/	/	10%	/
Cn1c(N)c(C(=O)COC(=O)c2cc(-c3ccco3)nc3ccccc23)c(=O)n(Cc2ccccc2)c1=O	/	/	-23%	/
COC(=O)[C@@H]1C[C@H]2CC[C@H](O)C[C@H]2N1Cc1ccc(-c2ccccc2)cc1	/	/	9%	/
CCC1=C(OC(=O)N(CC)CC)N2C(=O)OC(=NCc3ccccc3)[C@]2(C)[C@H]2C1=CC[C@H]1C(=O)N(CC)C(=O)[C@H]12	/	/	1%	/
CC(=O)/C(C#N)=C1\NC(=O)C(Cc2ccccc2Cl)S1 (configuration not stated)	/	0%[20.6 µM]	/	4%[25.5 µM]
O/N=C/c1ccc(OCC(O)COc2ccc(/C=N/O)cc2)cc1	/	0%[20.6 µM]	/	-15%[25.5 µM]
Cc1nn(-c2ccccc2)c2c1C(c1ccc(F)cc1F)C(C#N)=C(N)O2 (configuration not stated)	/	0%[20.6 µM]	/	1%[25.5 µM]
CCCc1[nH]nc2c1C(c1cccc(OC)c1)C(C#N)=C(N)O2 (configuration not stated)	/	?	/	0%[25.5 µM]
C=CCn1c(=O)c(C(=O)NCCN(CC)CC)c(O)c2ccccc21	/	2%[20.6 µM]	/	2%[25.5 µM]
CCOC(=O)c1[nH]c2cc3c(cc2c1NC(=O)CN1CCC2(CC1)OCCO2)OCO3	/	?	/	-2%[25.5 µM]
Cc1nc2c(o1)CCc1ccccc1C2N1CCN(C)CC1 (configuration not stated)	/	5%[20.6 µM]	/	0%[25.5 µM]
Oc1ccccc1-c1nc(NCc2ccco2)c2ccccc2n1	/	8%[20.6 µM]	/	-2%[25.5 µM]
C[C@@H]1C[C@H]2[C@@H]3CCC4=CC(=O)C=C[C@]4(C)[C@@]3(F)[C@@H](O)C[C@]2(C)[C@H]1C(=O)CO	/	12%[20.6 µM]	/	1%[25.5 µM]
CN1Cc2c(N3CCOCC3)nc(SCc3ccccc3)c(C#N)c2CC1(C)C	/	-6%[20.6 µM]	/	0%[25.5 µM]
CC(C)COc1nc2ccccc2nc1C(C#N)C(=O)NC1CCCCC1 (configuration not stated)	/	-2%[20.6 µM]	/	2%[25.5 µM]

Next records follow:
SMILES	ALOX15 inhib	Epigenetic mod	ERK AVP block	FLuc inh
COc1ccc(C2/C(=C(/O)c3ccccc3)C(=O)C(=O)N2c2ncccn2)cc1OC (configuration not stated)	/	2%[20.6 µM]	/	1%[25.5 µM]
C=CCNc1nnc(SC2CC(=O)N(c3ccc(OC)cc3)C2=O)s1 (configuration not stated)	/	4%[20.6 µM]	/	2%[25.5 µM]
CC1(C)CC(=O)C2=C(C1)N(Cc1ccco1)C(=O)C2(O)C(F)(F)F (configuration not stated)	/	0%[20.6 µM]	/	2%[25.5 µM]
Fc1ccc(OCCOCCNCC2CCCO2)cc1 (configuration not stated)	/	2%[20.6 µM]	/	2%[25.5 µM]
COc1ccc(NC2CC(=O)N(C)C2=O)cc1 (configuration not stated)	/	-4%[20.6 µM]	/	2%[25.5 µM]
c1ccc(-c2nnc3sc(Cc4cccs4)nn23)cc1	/	10%[20.6 µM]	/	-3%[25.5 µM]
CCCc1cc(Nc2c(C)n(C)n(-c3ccccc3)c2=O)n2c(nc3ccccc32)c1C#N	/	0%[20.6 µM]	/	2%[25.5 µM]
COc1cccc(-c2nn3c(-c4ccco4)nnc3s2)c1	/	2%[20.6 µM]	/	-3%[25.5 µM]
Cn1c(CSc2ncn[nH]2)nc2ccccc21	/	5%[20.6 µM]	/	0%[25.5 µM]
CCCCC(CCC(=O)Nc1ccc(C(=O)OC)cc1)C(=O)O (configuration not stated)	/	-4%[20.6 µM]	/	3%[25.5 µM]
CCCc1[nH]nc2c1C(c1c(C)nn(-c3ccccc3)c1Cl)C(C#N)=C(N)O2 (configuration not stated)	/	0%[20.6 µM]	/	0%[25.5 µM]
Cc1cc2ccccc2cc(C)c1=O	/	1%[20.6 µM]	/	-2%[25.5 µM]
CCN1CCN(C(=O)N[C@@H](C(=O)N[C@@H]2C(=O)N3[C@@H]2SC(C)(C)[C@@H]3C(=O)O)c2ccccc2)C(=O)C1=O	/	24%[20.6 µM]	/	-1%[25.5 µM]
CC(O)CNc1nc2c(c(=O)n(C)c(=O)n2C)n1CCc1ccccc1 (configuration not stated)	/	0%[20.6 µM]	/	0%[25.5 µM]
COc1ccc(-n2c(SCC(N)=O)nc3sc4c(c3c2=O)CCN(C)C4)cc1	/	0%[20.6 µM]	/	0%[25.5 µM]
Nc1nnc(Cc2ccc(Cl)c(Cl)c2)s1	/	0%[20.6 µM]	/	1%[25.5 µM]
COC(=O)c1cc(Br)c(=O)n(CCc2ccc(F)cc2)c1	/	-6%[20.6 µM]	/	3%[25.5 µM]
Cc1nn(C)cc1/C=N/n1nnnc1N	/	-2%[20.6 µM]	/	-4%[25.5 µM]
O=C(c1coc(=O)c(Br)c1)N1CCCc2ccccc21	/	-14%[20.6 µM]	/	-2%[25.5 µM]
COc1ccc(C2NC3=C(CCC3)C3(C#N)C(OC)(OC)N=C(N)C23C#N)cc1 (configuration not stated)	/	-1%[20.6 µM]	/	0%[25.5 µM]
COc1ccccc1C1/C(=C(/O)c2cnn(-c3ccccc3)c2C)C(=O)C(=O)N1CCN(C)C (configuration not stated)	/	4%[20.6 µM]	/	2%[25.5 µM]
CCOC(=O)c1c(C(C#N)C#N)cc(C)nc1C	/	0%[20.6 µM]	/	2%[25.5 µM]

Not all compounds are listed; the hit share may differ from the screen's.
